Screening data: PubChem BioAssay, several laboratories
M5 antag – CHRM5 antagonism in calcium assay; P08912; CHO-hM5 cells, Fluo-8 calcium fluorescence, ACh EC80; inhibition, % at 3 µM; 360,000 tested, 0.59% active; AID 624040;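 active means inhibition above a per-plate cutoff, the mean of that plate's test compounds plus 3 SD, cut at about 27% in these data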;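 further: 0% = acetylcholine EC80 with DMSO and 100% = DMSO without agonist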
M4 PAM – positive allosteric modulators of human muscarinic M4 receptor; CHO-K1 hM4/Gqi5, Fluo-8 calcium fluorescence, ACh EC20; 0% = ACh EC20, 100% = maximal ACh; P08173; 360,000 tested, 0.4% active; activation, % at 3 µM;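 active means activation above its plate's cutoff, the mean activation of sample wells plus 3 SD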; further: some results filed as inactive read as strong as hits
Target sequence (P08173 whole entry, looked up): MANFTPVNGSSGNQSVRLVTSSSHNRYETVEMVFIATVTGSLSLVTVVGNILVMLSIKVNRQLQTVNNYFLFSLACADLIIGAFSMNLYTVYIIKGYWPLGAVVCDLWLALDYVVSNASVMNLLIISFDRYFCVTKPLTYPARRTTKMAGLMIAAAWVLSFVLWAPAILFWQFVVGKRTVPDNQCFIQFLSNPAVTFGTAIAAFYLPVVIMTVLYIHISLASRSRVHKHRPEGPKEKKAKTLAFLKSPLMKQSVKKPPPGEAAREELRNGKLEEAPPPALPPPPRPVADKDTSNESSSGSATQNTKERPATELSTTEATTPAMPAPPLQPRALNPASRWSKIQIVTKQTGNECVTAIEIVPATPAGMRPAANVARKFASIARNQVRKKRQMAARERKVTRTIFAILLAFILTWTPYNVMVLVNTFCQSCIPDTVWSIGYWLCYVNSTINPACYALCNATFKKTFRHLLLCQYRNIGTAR
M5 PAM – potentiates acetylcholine response at human M5 receptor; P08912; CHO-K1 hM5, Fluo-8 calcium, ACh EC20 PAM; 0% = ACh EC20, 100% = ACh EC100; activation, % at 3 µM; 360,000 tested, 0.3% active;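 active means activation above the run cutoff, the mean activation of all test compounds plus 3 SD, cut at about 18% in these data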
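Probe or stimulus: acetylcholine, EC20 level; Assay system: human M5 receptor in CHO-K1 cells; Schedule: compound preincubation 140 s before EC20 acetylcholine addition; Technique: intracellular calcium via Fluo-8 fluorescence; Dosing: single-point, 3 µM nominal; Read-out basis: percent activation from peak-over-basal fluorescence ratio, scaled EC20-to-EC100 acetylcholine; Repeats: one well per compound, no replicates.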
M5 ag – CHRM5 agonism in calcium assay. activation, % at 3 µM. CHO-K1 hM5 cells, Fluo-8 calcium fluorescence; 0% DMSO wells, 100% maximal acetylcholine response. AID 624037. P08912. 360,000 tested, 0.19% active;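 active means activation above the run's mean over test compounds plus 3 SD, cut at about 23% in these data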;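 further: signal is peak over basal fluorescence ratio across the kinetic read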
M4 antag – CHRM4 antagonism in calcium assay; P08173; CHO-hM4 cells, ACh EC80, Fluo-8 calcium fluorescence; inhibition, % at 3 µM; 360,000 tested, 0.73% active; AID 624125;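 active means inhibition above its plate's cutoff, the mean inhibition of sample wells plus 3 SD, cut at about 27% in these data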;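 further: 0% = acetylcholine EC80 with DMSO and 100% = DMSO without agonist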
CRFR2-BP antag – CRF-BP/CRF-R2 complex antagonism | HEK293 CRF-R2/CRF-BP, CRF-induced calcium fluorescence | inhibition, % at 11.8 µM | 350,000 tested, 0.59% active;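 active means inhibition of the ligand-induced calcium signal above about 50% at the single tested concentration, limit read from the data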
CRFR2-BP ag – CRF-BP/CRF-R2 complex agonism; HEK293 CRF-R2/CRF-BP, calcium dye fluorescence (FLIPR); percent of saturating CRF peptide response; activation, % at 13.2 µM; 350,000 tested, 0.46% active; AID 588473;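 active means activation of at least 50%, plus an integration ratio under a set limit after plate pattern correction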;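 further: plate controls were neutral control wells without compound for no effect and CRF at EC100 for full effect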
M1 PAM – positive allosteric modulators of human M1 muscarinic receptor; AID 588819; P11229; CHO-K1 hM1, Fluo-8 calcium fluorescence, ACh EC20; 0% = ACh EC20, 100% = maximal ACh; activation, % at 3 µM; 360,000 tested, 0.088% active; in the data active means activation above about 19%, passing the limit was not always enough
Target sequence (P11229 whole entry, looked up): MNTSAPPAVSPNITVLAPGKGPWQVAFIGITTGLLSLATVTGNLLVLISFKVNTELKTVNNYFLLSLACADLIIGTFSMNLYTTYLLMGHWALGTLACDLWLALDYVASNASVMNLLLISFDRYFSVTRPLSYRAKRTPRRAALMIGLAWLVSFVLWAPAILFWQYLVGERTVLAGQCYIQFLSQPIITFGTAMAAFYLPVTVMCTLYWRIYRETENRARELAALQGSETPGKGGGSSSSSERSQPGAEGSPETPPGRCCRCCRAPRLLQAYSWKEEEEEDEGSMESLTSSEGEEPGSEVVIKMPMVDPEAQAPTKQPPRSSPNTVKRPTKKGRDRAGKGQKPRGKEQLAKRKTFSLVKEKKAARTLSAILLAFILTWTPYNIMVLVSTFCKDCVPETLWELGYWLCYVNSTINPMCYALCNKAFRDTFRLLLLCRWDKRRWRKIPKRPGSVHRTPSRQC
M4 ag – CHRM4 agonism in calcium assay; CHO-K1 hM4/Gqi5, Fluo-8 calcium fluorescence; vehicle 0%, full acetylcholine response 100%; 360,000 tested, 0.14% active; activation, % at 3 µM; P08173;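 active means activation above the run mean over all test wells plus 3 SD, cut at about 32% in these data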;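 further: peak over basal fluorescence ratio per well then scaled between controls; 0% = DMSO wells and 100% = acetylcholine at EC100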
* = called active by the depositor; x = not tested or not shown.

SMILES	M5 antag	M4 PAM	M5 PAM	M5 ag	M4 antag	CRFR2-BP antag	CRFR2-BP ag	M1 PAM	M4 ag
C=CCn1c(Cc2cccs2)nnc1SCC(=O)NC1CC1	14	3	1	-4	2	8	-2.1	6	1
CCC(C)C(=O)C(=O)N1CCC(n2nccc2NC(=O)CCOc2ccccc2)CC1 (configuration not stated)	-3	3	5	1	-9	0	2.0	6	3
O=C(COC(=O)c1nc(Cl)ccc1Cl)Nc1ccccc1OC(F)F	8	4	-2	-2	-12	-3	-3.2	3	2
O=C(NCc1cccc(C(F)(F)F)c1)c1ccc2c(c1)OCCO2	-2	0	0	-3	-15	-6	0.4	0	1
COc1ccc(OCC(=O)Nn2c(-c3ccc(OC)cc3)nc3ccccc3c2=O)cc1	-8	13	13	2	2	5	-4.3	19	3
CCn1cc(CNC(=O)c2ccc3nc(Cc4ccccc4F)oc3c2)cn1	5	5	-6	6	-10	-6	0.0	-6	4
Cc1ccc(-c2cc(C(=O)N3CC(C)CC(C)C3)c3ccccc3n2)o1 (configuration not stated)	6	-6	0	-3	5	2	1.0	10	2
Cc1cccc(CNC(=O)Cn2ccc3cc(S(=O)(=O)N4CCCCCC4)ccc32)c1	-2	-6	-4	-1	-10	-8	2.9	-2	7
CC1CC(NC(=S)N(C)C)CC(C)(C)C1 (configuration not stated)	17	-4	-4	1	3	-14	11	4	1
CC1(c2nc3ccccc3cc2C#N)OCCO1	-3	5	-2	-1	-2	-12	-0.1	6	1
c1ccc(-c2nnn(C34CC5CC(CC(C5)C3)C4)n2)cc1	-8	0	3	2	-7	-10	2.9	12	-2
O=C(NCc1ccccn1)c1[nH]c(C(F)(F)F)nc1-c1ccccc1	6	-1	-4	2	1	x	x	2	0
Cc1ccc(NC(=O)Cc2ccccc2F)cc1S(=O)(=O)N1CCCCCC1	12	-6	-14	1	7	7	-0.1	-3	13
COc1ccc(NC(=O)CN2CCN(S(=O)(=O)c3cccs3)CC2)cc1Cl	11	-2	-7	1	-26	-3	5.7	2	18
CNc1nc(-c2ccc(OC)cc2)c(-c2ccc(OC)cc2)s1	9	-13	-2	-3	8	-3	-0.2	-2	0
CC1CCC(NC(=O)COC(=O)c2ccco2)CC1 (configuration not stated)	5	5	-10	4	-4	2	-0.9	2	1
O=C(NC1CCCCC1)c1ccc2[nH]c(=O)c(=O)[nH]c2c1	6	5	3	-1	3	9	-0.6	4	3
COc1ccc(C(=O)NCC(c2ccco2)N2CCc3ccccc32)c(OC)c1 (configuration not stated)	0	6	-2	-7	-4	12	-0.7	2	2
CCOC(=O)CCSCC(=O)Nc1cc(C)on1	-4	-5	2	-1	10	-4	0.9	-2	0
CC(C)Oc1ccc(C(=O)NC2(C(F)(F)F)N=C3SCCN3C2=O)cc1 (configuration not stated)	10	3	1	-1	11	5	1.0	-4	0
CCOc1cc2[nH]c(=S)n(C(C)C)c(=O)c2cc1OCC	5	-12	-9	4	2	-37	5.3	-5	7
CC(=O)N(\C=C/C=C/C=C1\Sc2ccccc2C1=O)c1ccccc1	13	5	-8	0	-1	-30	12	-2	1
Cc1ccc(CNS(=O)(=O)c2cn(C)cn2)cc1	-3	10	2	0	5	-20	-2.0	4	2
COc1ccccc1-c1coc2c(CN(C)C)c(O)ccc2c1=O	-8	2	-1	-4	-16	0	0.5	16	0
O=C(CCc1ccccc1)NC(=S)Nc1cccc(C(=O)O)c1	4	1	4	0	-3	-1	-0.1	7	0

Ordered by length of the SMILES (rising): part of the list above.
SMILES	M5 antag	M4 PAM	M5 PAM	M5 ag	M4 antag	CRFR2-BP antag	CRFR2-BP ag	M1 PAM	M4 ag
CC1CC(NC(=S)N(C)C)CC(C)(C)C1 (configuration not stated)	17	-4	-4	1	3	-14	11	4	1
Cc1ccc(NC(=O)Cc2ccccc2F)cc1S(=O)(=O)N1CCCCCC1	12	-6	-14	1	7	7	-0.1	-3	13
Cc1cccc(CNC(=O)Cn2ccc3cc(S(=O)(=O)N4CCCCCC4)ccc32)c1	-2	-6	-4	-1	-10	-8	2.9	-2	7

Following part:
SMILES	M5 antag	M4 PAM	M5 PAM	M5 ag	M4 antag	CRFR2-BP antag	CRFR2-BP ag	M1 PAM	M4 ag
CC(C)(C)CC(C)(C)NC(=O)/C=C/C(=O)O	0	14	5	-1	-9	-16	8.2	11	1
NC(=O)N/N=C/c1cccc(C(F)(F)F)c1	-1	-3	-2	1	2	25	-1.5	2	1
CCC1CCCCN1C(=O)c1ccc(OC2CCN(Cc3ccccn3)CC2)cc1 (configuration not stated)	6	-4	-8	-7	-3	8	0.0	-5	1
C/C(=N\NC(=O)C1(C)NC(C)(C)Cc2ccccc21)c1ccccc1 (configuration not stated)	-5	-5	2	-3	7	-8	0.8	4	-1
CSc1ccc(Cn2c(C)c(C(=O)NCc3cccc(C)c3)sc2=O)cc1	2	-10	-12	-1	1	x	x	-4	8
COCCCNC(=O)CC1C[C@H](C(=O)N2CCCCC2)[C@@]2(C)c3[nH]c4ccccc4c3CCN2C1=O (some centres not stated)	8	4	-1	0	2	-4	-1.8	-1	0
Cc1ccc(C(=O)Nc2nccc(-c3cccs3)n2)cc1	-8	6	5	3	2	15	-0.2	0	0
CC(=O)Cc1cc(=O)c2c(C)cc(O)c(C3OC(CO)C(O)C(O)C3O)c2o1 (configuration not stated)	-2	6	0	2	-13	-4	3.5	14	0
C/C(=N\Nc1ccc(Cl)cc1)c1c(O)cc(C)oc1=O	3	-6	-8	2	-6	-22	0.0	-11	17
Cn1cc(CNC(=O)c2sc3cccc(Cl)c3c2Cl)cn1	-1	-2	1	-3	4	-1	-1.4	5	1
CCOC(=O)c1c(NC(=S)Nc2ccccc2)sc2c1CCN(CC)C2	5	-6	1	-5	-1	-26	8.6	0	1
Cc1oc2cc(O)cc(O)c2c(=O)c1-c1ccc2c(c1)OCCCO2	1	18	-3	1	-4	18	0.7	-3	-1
CN(C)C(=O)CSCc1c(Cl)cccc1Cl	-4	16	-5	-5	-3	13	-3.0	5	1
O=C(O)C1(c2ccccc2)CCN(S(=O)(=O)c2ccccc2)CC1	-1	2	2	0	4	5	0.2	14	-1
COc1nc(C#N)c(N2CCOCC2)o1	7	8	2	-2	0	5	-0.4	6	0
CCC(=O)N1CCN(c2ccc(NC(=O)c3cc4ccccc4o3)cc2Cl)CC1	19	-18	-17	1	7	6	0.0	-20	13
CCN(CCn1cccn1)C(=O)CC1C(=O)NCCN1Cc1ccc(OC)c(OC)c1 (configuration not stated)	7	12	-2	-2	-5	-3	-0.5	9	1
COc1cccc2c1Oc1cc([N+](=O)[O-])cc(N(C)C(C)=O)c1C=C2	-1	-7	1	-5	4	4	-1.9	7	1
CCN(CC)C(=O)[C@H]1C[C@H](CC(=O)NC(C)(C)C)C(=O)N2CCc3c([nH]c4cc(-c5ccco5)ccc34)[C@]12C	2	10	1	3	-13	4	-2.3	20	1
COc1ccc(C2(CNC(=O)c3ccc(Br)o3)CCOCC2)cc1	-5	16	4	-1	-6	7	-0.7	9	1
Cc1cc(C(=O)Nc2cccc3c2O[C@H](CN(C)CC2CC2)[C@@H](C)CN([C@H](C)CO)C3=O)n(C)n1	7	9	-2	7	7	-2	0.4	7	10
Cc1nnc(SCc2c(Cl)cccc2Cl)s1	-1	6	2	-6	2	-28	-0.1	11	-1
CCCN(CCC)CCNS(=O)(=O)c1ccc2c(c1)oc(=O)n2C	-3	0	6	-4	-4	-4	1.3	5	0
COc1ccc2[nH]c(=O)c(CN(CCO)S(=O)(=O)c3ccc(C)cc3)cc2c1	2	-2	5	-2	-2	7	-0.1	-6	2
c1ccc(C2[C@H]3CN(Cc4cccnc4)[C@H](c4ccccc4)C34CC2(c2ccccc2)C4)cc1 (some centres not stated)	7	-12	-17	-4	11	1	1.0	-15	1

Additional results
SMILES	M5 antag	M4 PAM	M5 PAM	M5 ag	M4 antag	CRFR2-BP antag	CRFR2-BP ag	M1 PAM	M4 ag
CCOC(=O)N1CCN(CC(=O)Nc2ccc(C)c(Br)c2)CC1	9	0	-3	0	2	10	0.1	-1	1
COC(=O)[C@H](Cc1ccccc1)N(Cc1ccccc1)S(=O)(=O)N(Cc1ccccc1)[C@@H](Cc1ccccc1)C(=O)OC	4	5	0	0	-7	-3	11	10	1
CCn1cc(C(=O)NCc2cccc(F)c2)c(=O)c2cc(F)c(N3CCN(C(=O)c4ccco4)CC3)cc21	5	-7	-9	3	11	-1	0.3	-6	10
Cc1cccc(-c2nc3c(s2)CCc2onc(-c4ccc(Br)cc4)c2-3)c1	12	4	-3	1	5	3	-1.0	4	0
COC(=O)c1sccc1NC(=O)CC1C(=O)NCCN1C(=O)c1ccc(C)c(C)c1 (configuration not stated)	-2	-5	10	-1	6	10	-0.9	-2	1
C[N+]1(CC(O)COc2ccccc2)CCN(C(=O)c2ccc([N+](=O)[O-])cc2)CC1 (configuration not stated)	2	25	-7	-4	-5	-3	-0.6	4	1
CCOC(=O)CNC(=O)N1CCCC(CNS(=O)(=O)Cc2ccccc2)C1 (configuration not stated)	3	8	3	3	-12	6	-0.5	10	1
CC(OC(=O)c1ccc(O)cc1)C(=O)Nc1nc(-c2ccccc2)cs1 (configuration not stated)	9	-5	-17	2	-2	-14	0.1	-8	8
CC(=O)N1c2ccccc2NC2=C(C(=O)CC(C)(C)C2)C1c1cccn1C (configuration not stated)	-1	-4	7	1	-6	-7	0.2	3	0
CC(=O)Nc1ccc(NC(=O)C2CCCN2C(=O)Nc2ccc(F)c([N+](=O)[O-])c2)cc1 (configuration not stated)	7	3	-4	-2	-2	-10	2.9	7	1
Cc1ccc(NC(=O)C2CCCN(S(=O)(=O)c3cccnc3)C2)cc1C (configuration not stated)	-5	-4	-7	2	-4	-13	-2.9	-7	12
Cn1cc([N+](=O)[O-])c(C(=O)Nc2cc(Oc3ccccc3)cc([N+](=O)[O-])c2)n1	-12	1	2	-8	-1	4	-1.9	-2	0
CN(CC(=O)Nc1ccc(F)c(F)c1F)C(=O)CCc1nc2sc3c(c2c(=O)[nH]1)CCCC3	3	1	4	2	5	-9	-0.1	7	0
Cc1c(C(=O)Cc2ccccc2)n(C)c2ccccc12	11	2	-3	0	3	1	1.1	3	-1
COc1ccccc1N1CCN(CC(O)c2c(C)[nH]c3ccccc23)CC1 (configuration not stated)	-9	5	8	-3	-8	2	0.5	14	2
CCn1c(SCC(=O)Nc2ccccc2F)nc2c(c1=O)SC(C)C2 (configuration not stated)	-3	14	5	-1	-4	-6	-1.5	8	0
CCCCC(=O)N(C)c1c(C)nc2ccc(C(=O)N(C)CCN(C)C)cn12	2	-1	-2	1	-3	x	x	2	1
O=c1nc2ccc(Cl)cn2c2ccc(S(=O)(=O)N3CCOCC3)cc12	1	-4	1	0	5	15	2.1	3	1
Cc1cc(C)cc(NC(=O)CSc2nnc(C3CC3)n2CC2CCCO2)c1 (configuration not stated)	4	2	3	-3	7	7	-0.9	5	1
COC(=O)c1ccc(COC(=O)C(CCSC)NC(=O)COc2ccccc2)cc1 (configuration not stated)	8	-3	-10	3	2	-10	0.0	-1	13

2 records picked at random from those above, as already listed:
SMILES	M5 antag	M4 PAM	M5 PAM	M5 ag	M4 antag	CRFR2-BP antag	CRFR2-BP ag	M1 PAM	M4 ag
CN(CC(=O)Nc1ccc(F)c(F)c1F)C(=O)CCc1nc2sc3c(c2c(=O)[nH]1)CCCC3	3	1	4	2	5	-9	-0.1	7	0
COC(=O)[C@H](Cc1ccccc1)N(Cc1ccccc1)S(=O)(=O)N(Cc1ccccc1)[C@@H](Cc1ccccc1)C(=O)OC	4	5	0	0	-7	-3	11	10	1
